# D2 agonist – HTS Assay for Allosteric Agonists of the Human D2 Dopamine Receptor: Primary Screen for Agonists; HEK293 T-REx D2 cells, calcium flux agonist mode; hit rate 0.53% among 340,000; AID 485358, 2010; activation, % at 2 µM; D(2) dopamine receptor (Homo sapiens), P14416;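 active = activation over 3 SD above normal in the single-dose calcium agonist read, cut at about 30% in these data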; also: 0% is about no effect
#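 Agonism is scored from calcium flux in a force-coupled, inducible HEK293 cell line expressing D2, read kinetically for 180 s after compound addition against dopamine controls.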
# IDH1 R132H inh – qHTS for Inhibitors of mutant isocitrate dehydrogenase 1 (IDH1): qHTS; Potency, µM (series often up to 76.6 µM), without a hit: at the highest dose activity change, negative = inhibition, most hits filed as inhibitors; IDH1-R132H enzyme, NADPH consumption, diaphorase/resazurin fluorescence; AID 602179, 2012; Isocitrate dehydrogenase [NADP] cytoplasmic (Homo sapiens), O75874; hit rate 0.093% among 390,000; also: potency is read from the fitted curve at half-maximal effect; % is scaled to controls: 0 for no effect and ±100 for the full control effect; nearly all actives have a fitted effect of over 65% in size
# Target sequence (O75874 whole entry R132H, stated change not applied): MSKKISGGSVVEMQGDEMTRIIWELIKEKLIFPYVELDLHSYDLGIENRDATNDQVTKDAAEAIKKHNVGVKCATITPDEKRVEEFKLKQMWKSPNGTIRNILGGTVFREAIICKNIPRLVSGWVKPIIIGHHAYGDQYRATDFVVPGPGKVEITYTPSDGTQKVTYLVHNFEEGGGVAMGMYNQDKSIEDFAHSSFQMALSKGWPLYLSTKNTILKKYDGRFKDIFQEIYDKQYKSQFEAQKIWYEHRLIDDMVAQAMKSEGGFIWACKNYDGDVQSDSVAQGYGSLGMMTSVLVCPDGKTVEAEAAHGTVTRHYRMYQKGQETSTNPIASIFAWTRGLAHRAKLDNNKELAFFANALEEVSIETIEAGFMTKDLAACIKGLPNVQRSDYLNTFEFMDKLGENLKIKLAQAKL
#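 IDH1-R132H (0.5 ug/mL) preincubated 30 min with compound, then NADPH (0.016 mM) and alpha-KG (2 mM) added; 80 min at RT, pH 7.5. Remaining NADPH coupled via diaphorase/resazurin to fluorescence (540/590 nm); concentration-response curves normalized to no-enzyme control.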
# rTrxR1 inhibitor – qHTS Assay for Inhibitors of Mammalian Selenoprotein Thioredoxin Reductase 1 (TrxR1): qHTS; recombinant rTrxR1, NADPH fluorescence consumption, selenite substrate; Potency, µM (doses to about 114 µM), inactives show at the top dose activity change, negative = inhibition, hits mostly inhibitors; hit rate 1% among 390,000; AID 588453, 2011; also: potency is read from the fitted curve at half-maximal effect; % is scaled to controls: 0 for no effect and ±100 for the full control effect; nearly all actives have a fitted effect of over 65% in size
#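 Rat TrxR1 (90 nM in the dispensed reagent) was pre-reduced with 400 uM NADPH for 5 min at room temperature, then incubated with compound for 15 min. After 400 uM selenite was added, NADPH fluorescence (Ex 340/Em 450 nm) was followed for 8 min.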
# PI4K2A block – qHTS for small molecular inhibitors of PI4K2A. Phosphatidylinositol 4-kinase type 2-alpha (Homo sapiens), Q9BTU6. purified PI4K2A, ADP-Glo luminescence, 1 h; active compounds read low. activity change, negative = inhibition, % at 76.9 µM. hit rate 0.13% among 420,000. AID 1346378, 2018; in the data active = activity change below about -50%; inconclusive = mostly about -30% to -49%;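 also: -100% = wells without enzyme as full effect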
# Target sequence (Q9BTU6 whole entry, looked up): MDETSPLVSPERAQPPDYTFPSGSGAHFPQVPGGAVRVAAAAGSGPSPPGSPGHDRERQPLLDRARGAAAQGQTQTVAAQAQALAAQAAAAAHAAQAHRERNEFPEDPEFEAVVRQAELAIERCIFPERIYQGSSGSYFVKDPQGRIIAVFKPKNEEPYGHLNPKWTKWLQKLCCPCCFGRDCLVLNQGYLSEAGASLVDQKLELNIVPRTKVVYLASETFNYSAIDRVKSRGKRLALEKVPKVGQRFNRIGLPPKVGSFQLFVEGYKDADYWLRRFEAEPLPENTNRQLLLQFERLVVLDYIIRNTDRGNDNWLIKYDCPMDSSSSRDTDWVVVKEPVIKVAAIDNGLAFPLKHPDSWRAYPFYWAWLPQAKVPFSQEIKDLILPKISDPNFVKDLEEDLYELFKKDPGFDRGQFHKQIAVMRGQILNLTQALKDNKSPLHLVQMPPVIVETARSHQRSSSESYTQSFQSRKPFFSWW
#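 In this quantitative HTS, ADP production by PI4K2A was quantified luminescently after 1 h at ambient temperature; 100 microM adenosine served as plate-quality control.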
# TRHR agonist – qHTS for Small Molecule Agonists and Allosteric Enhancers of Human TRH Receptor: Primary Screen for Agonists | Thyrotropin-releasing hormone receptor (Homo sapiens), P34981 | TRHR cells, calcium flux fluo-8, FDSS agonist mode | activation, % at 2 µM | hit rate 0.18% among 360,000 | AID 493084, 2011; in the data active = activation above about 30%; also: 0% is about no effect
#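 TRHR-expressing cells, plated overnight in medium with 10% serum, were loaded with fluo-8 calcium dye at room temperature. After a 10 s baseline, library compound was pin-added and calcium release was recorded kinetically (ex 480/em 530) as agonist response.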
# TRHR PAM – qHTS for Small Molecule Agonists and Allosteric Enhancers of Human TRH Receptor: Primary Screen for Enhancers; hit rate 0.66% among 360,000; AID 493056, 2011; enhancement, % at 2 µM; TRHR cells, fluo-8 calcium fluorescence, EC20 TRH enhancement; in the data active = enhancement above about 30%; also: 0% is about no effect
#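 Enhancer read-out: after compound pinning and an initial kinetic agonist-mode read, an EC20 of TRH (10 nM final) was injected and fluo-8 calcium signal (Ex 480/Em 530) followed at 1 s/cycle for 100 cycles in TRHR-expressing cells.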
# TrxR1 substrate – qHTS Assay for Substrates of Mammalian Selenoprotein Thioredoxin Reductase 1 (TrxR1): qHTS | AID 588456, 2011 | Potency, µM (titrated, usually from 114 µM), for the others: top-dose activity change, negative = substrate turnover | hit rate 0.01% among 390,000 | purified TrxR1 substrate turnover, NADPH consumption readout; also: potency is read from the fitted curve at half-maximal effect; % is scaled to controls: 0 for no effect and ±100 for the full control effect; nearly all actives have a fitted effect of over 50% in size
#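 Rat TrxR1, dispensed at 90 nM, was prereduced with 400 uM NADPH (final) for 5 min at ~22 deg C, then incubated with compound 15 min before 400 uM selenite. A first-read NADPH fluorescence drop versus no-compound background flagged substrates.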
# USP1 inh – Inhibitors of USP1/UAF1: Primary Screen | Ubiquitin carboxyl-terminal hydrolase 1 (Homo sapiens), O94782 | recombinant USP1/UAF1, Ub-Rhodamine cleavage fluorescence | Potency, µM (titrated, usually from 57.1 µM), for inactives: top-dose activity change, negative = inhibition, actives largely listed as inhibitors | hit rate 0.23% among 390,000 | AID 743255, 2014; also: potency is read from the fitted curve at half-maximal effect; % is scaled to controls: 0 for no effect and ±100 for the full control effect; nearly all actives have a fitted effect of over 60% in size; inactives centre near -12
#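 USP1/UAF1 complex at 1 nM was preincubated with compound for 15 min at room temperature, then Ub-Rho substrate (150nM final) was added. Fluorescence (480/540 nm) was read kinetically, 6 reads every 60 seconds.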
# D2 antagonist – HTS Assay for Allosteric Antagonists of the Human D2 Dopamine Receptor: Primary Screen for Antagonists; HEK293 TREx D2 cells, calcium flux, dopamine EC80; hit rate 2% among 340,000; inhibition, % at 10 µM; in the data active = inhibition above about 30%; also: 0% is about no effect
#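 Dopamine at EC80 is the agonist stimulus; test compounds precede it by 180 s. Calcium flux read kinetically in a force-coupled, inducible HEK293 T-REx D2 cell line.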
# The depositor's hits bear a star; ? = inconclusive; . = not tested or not shown; & = joins results of further samples; [ ] = another dose, or the depositor's remark. Unless noted, calls follow the shape of the dose curve; as a rule, active = well fitted inhibition curve with a large enough effect; inconclusive = small, poorly fitted or top-dose-only effect; inactive = no such curve, though single readings can be large or run the other way. Hits appear at their usual frequency (roughly 3.9% active in at least one column).
SMILES,D2 agonist,IDH1 R132H inh,rTrxR1 inhibitor,PI4K2A block,TRHR agonist,TRHR PAM,TrxR1 substrate,USP1 inh,D2 antagonist
CC(O)CN(C)CC/C=C1/c2ccccc2CSc2ccccc21 (stereo unspecified),0.3,-1%,-6%,-1,2.4,-1,-12%,-5%,2
O=C(NC(Cc1ccccc1)C(=O)N1CCN(S(=O)(=O)c2ccccc2)CC1)c1ccccc1 (stereo unspecified),.,-14%,31%,2,.,.,2%,-9%,.
C[C@@H](O)CC#Cc1ccc2oc(=O)c(-n3cc(-c4ccsc4)nn3)cc2c1,-2.1,6%,-1%,-7,0.2,5,1%,-9%,-6
O=C(c1cc(COc2ccc3c(c2)CCCC3)on1)N1CCCC1,0.2,.,.,.,-0.2,3,.,.,-8
CCOC(=O)c1c(NC(=O)Cn2c(C)nc3ccccc32)sc2c1CCC2,-0.7,-2%,0%,4,-0.8,60*,5%,-11%,14
C/C(Cl)=C/Cn1c(N2CCCC2)nc2c1c(=O)n(C)c(=O)n2C,-1.2,-1%,5%,-10,0.0,-2,-1%,-11%,6
O=C(O)CCCC(=O)Nc1cccc(C(F)(F)F)c1,0.1,-3%,-4%,-7,0.0,2,9%[57.1 µM],5%,12
CCOc1ccc(S(=O)(=O)NCC(c2ccc(N(C)C)cc2)N2CCCC2)cc1 (stereo unspecified),-4.5,14%,4%[57.1 µM],0,-0.5,0,-4%[57.1 µM],10%,.
Cn1c(=O)c2sccc2n2c(CCC(=O)NCc3ccc(Cl)cc3)nnc12,-0.9,6%,4%,1,-2.3,10,3%,-9%,.
CN(CC(=O)O/N=C(\N)c1ccccn1)S(=O)(=O)c1ccccc1,0.6,2%,24%,10,0.6,4,5%,-11%,-16
C=CCn1c(COc2ccccc2OC)nc2ccccc21,.,3%,14%,1,-0.1,-8,-1%,-9%,.
NC(=O)CSc1ncc(-c2ccc([N+](=O)[O-])cc2)[nH]1,0.0,3%,-1%,-2,0.1,0,-6%,-4%,-4
Cc1ccc(C)n1Cc1ccccc1Cl,0.7,-1%,?,-1,0.1,-4,-13%,-4%,-2
CC(C)NCCOCCSc1ccc(Cl)cc1,-0.2,13%,-1%,3,0.0,-1,0%,2%,3
COc1cccc(C2CCCN2Cc2nc(-c3cnccn3)no2)c1 (stereo unspecified),-1.6,8%,9%,3,-1.7,1,-1%,-5%,3
CCOc1ccc(N(CC(=O)Nc2cccc(F)c2)S(=O)(=O)c2c(C)noc2C)cc1,-0.2,-16%,-7%,1,0.7,7,-9%,-10%,14
O=S(=O)(c1ccccc1)N1CCN(C(=S)NCCc2ccccc2)CC1,0.0,7%,4%,-1,0.9,3,-4%,-20%,38*
COc1ccc(NC(=O)CN(C)C(=O)Cc2coc3cc(C)c(C)cc23)cc1,0.2,1%,-10%,2,-0.3,-10,-7%,-20%,8
CS(=O)(=O)N(CC(=O)N1CCCCCC1)c1ccc2c(c1)OCCO2,-0.1,0%,43%[activator],-12,0.2,2,15%,-1%,-3
N#Cc1cccc(Oc2ccc(-c3cnc4ccccc4n3)cc2)c1C#N,-0.8,-2%,-9%,-1,-0.3,9,-5%,4%,1
Cc1c(C)c([N+](=O)[O-])c(C)c(C)c1N,.,11%,-18%,-3,.,.,-13%,-8%,.
O=C(CN1C(=O)C2CCCCN2c2ccc(C(=O)N3CCCC3)cc21)NCc1ccccc1 (stereo unspecified),-1.0,-11%,1%[57.1 µM],-1,-0.3,2,-5%[57.1 µM],-38%,.
COc1ccccc1NC(=O)N1CCN(c2nnc(C)c3c(C)n(-c4ccccc4)nc23)CC1,1.5,-12%,12%[57.1 µM],-2,0.3,5,9%[57.1 µM],-21%,.
Cc1c(CNC(=O)C2CC2)c(-n2cccc2)n(Cc2ccccc2)c1C,0.5,-1%,-8%,0,-0.6,9,-8%,-15%,15
O=C(C1CCN(S(=O)(=O)c2cccc3nsnc23)CC1)N1CCc2ccccc21,.,0%,10%,-6,.,.,2%,-17%,.
CCOc1cc(OCC)cc(C(=O)Nc2cccnc2)c1,-0.5,5%,13%,5,-0.3,20,11%,-21%,15
N/C(=N\OC(=O)CC1CCCCC1)c1ccc([N+](=O)[O-])cc1,-0.1,3%,-1%,-1,1.6,-10,-3%,-3%,2
Cn1nc(C(=O)Nc2cc(F)ccc2F)c2c1-c1ccccc1SC2,1.9,-13%,6%,-8,0.7,0,-5%,7%,.
CC(NC(=S)NC(=O)c1ccccc1)c1ccccc1 (stereo unspecified),.,12%,?,-4,.,.,5%,-11%,.
CN1C(C(=O)Nc2ccc(F)cc2F)=CC(c2cccs2)=NS1(=O)=O,.,14%&-3%,-5%[57.1 µM],-5&1,-0.3&0.0,1&1,-2%[57.1 µM],-7%&4%,.
COCCCNc1nc2nonc2nc1N1C[C@H]2CC[C@H]1C2,-2.8,3%,14%[11.4 µM],-17,-0.5,4,10%[11.4 µM],-12%,-10
CCOc1ccccc1OCc1nn2c(-c3ccc(C)cc3)nnc2s1,-0.3,-1%,2%,0,-0.2,0,5%,?,18
O=C(CSc1nnc(-c2cccnc2)n1Cc1ccco1)Nc1cccc(O)c1,0.1,2%,2%[57.1 µM],-5,1.2,8,5%[57.1 µM],-4%,1
CSc1ccccc1NC(=O)CN(C)C(=O)c1ccc(NC(=O)c2cccs2)cc1,-0.7,-3%,23%,0,-0.9,3,1%,-24%,1
Cc1nonc1OCCNCc1c(C(=O)N2CCCCCCC2)nc2ccc(Cl)cn12,0.2,7%,0%,-4,0.0,-2,10%,-17%,-13
CC(C)CCNC(=O)C(=O)NCC1OCCCN1S(=O)(=O)c1cccs1 (stereo unspecified),0.7,-3%,14%,-1,0.2,7,5%,0%,1
Cc1cn2c(=O)cc(COC(=O)COc3ccc(F)cc3)nc2s1,1.4,4%,12%[57.1 µM],-2,0.3,9,1%[57.1 µM],-8%,.
CCn1nc(C)c(/C=N/NC(=O)c2ccc3c(c2)c(C)c(C)n3Cc2ccccc2)c1C,0.0,-21%,25%,7,-0.2,2,10%,-4%,-1
CCCC12CN3CCN(CC(C3)/C1=N\NC(=O)c1ccc(C(C)(C)C)cc1)C2,2.2,6%,2%,-6,0.2,1,-4%,-15%,-2
C[N+](C)(C)CC/C=C1/c2ccccc2CSc2ccccc21,-0.9,1%,-9%,-1,-1.1,6,-10%,-17%,-5
CCOC(=O)c1ccc(N2CN(CC)CNC2=S)cc1,.,9%,15%[57.1 µM],-4,-0.2,-3,11%[57.1 µM],?,.
Cc1cc2ccccc2n2c(SCC(=O)NCc3cccs3)nnc12,-0.5,4%,7%,0,-0.9,-5,9%,8%,13
COC(=O)c1ccccc1NC(=O)CSc1nc2sc3c(c2c(=O)[nH]1)CCCC3,-1.7,4%,-8%,-3,1.7,-7,-7%,14%,.
Cc1ccc(NC(=S)NNC(=O)c2nn(C)c(C)c2Cl)cc1,.,3%,-14%,1,-0.2,-2,-3%,-21%,.
CN(C)CCC#CC1(O)c2ccccc2-c2ccccc21,1.9,-4%,13%,1,0.3,5,-2%,-13%,12

# A draw from above in order of count of non-hydrogen atoms, rising.
SMILES,D2 agonist,IDH1 R132H inh,rTrxR1 inhibitor,PI4K2A block,TRHR agonist,TRHR PAM,TrxR1 substrate,USP1 inh,D2 antagonist
CN(C)CCC#CC1(O)c2ccccc2-c2ccccc21,1.9,-4%,13%,1,0.3,5,-2%,-13%,12
C[N+](C)(C)CC/C=C1/c2ccccc2CSc2ccccc21,-0.9,1%,-9%,-1,-1.1,6,-10%,-17%,-5
Cc1cn2c(=O)cc(COC(=O)COc3ccc(F)cc3)nc2s1,1.4,4%,12%[57.1 µM],-2,0.3,9,1%[57.1 µM],-8%,.
CC(C)CCNC(=O)C(=O)NCC1OCCCN1S(=O)(=O)c1cccs1 (stereo unspecified),0.7,-3%,14%,-1,0.2,7,5%,0%,1
CCCC12CN3CCN(CC(C3)/C1=N\NC(=O)c1ccc(C(C)(C)C)cc1)C2,2.2,6%,2%,-6,0.2,1,-4%,-15%,-2
COC(=O)c1ccccc1NC(=O)CSc1nc2sc3c(c2c(=O)[nH]1)CCCC3,-1.7,4%,-8%,-3,1.7,-7,-7%,14%,.

# Screening results from PubChem BioAssay.
